# High-throughput results as filed in PubChem BioAssay.
# ABCG2 inh – blocks JC-1 efflux by human ABCG2 transporter; Q9UNQ0; IgMXP3 cells, flow cytometry; AID 1325; inhibition, % at 6.6 µM; actives 0.1% (n = 190,000);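 active means inhibition above 80%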;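 further: 0% = DMSO and 100% = nicardipine control wells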
#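 material = IgMXP3 (ABCG2) plus far-red-tagged CCRF-Adr (ABCB1) cells | amount = 3 million cells/mL, equal mix of both lines | also added = JC-1 transporter substrate | dosing = one concentration, 6.6 µM final | schedule = 10 min at 25 °C | measured by = flow cytometric JC-1 green MFI at 530 nm | read-out basis = percent efflux inhibition, scaled nicardipine 100% to DMSO 0%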
# ABCB1 inh – blocks JC-1 efflux by human ABCB1 transporter; actives 0.067% (n = 190,000); inhibition, % at 6.6 µM; CCRF-Adr cells, flow cytometry; P08183; in the data active means inhibition above about 40%;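 further: 0% = vehicle and 100% = reference inhibitor; higher value means more JC-1 retained so stronger ABCB1 efflux block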
# Target sequence (P08183 whole entry, looked up): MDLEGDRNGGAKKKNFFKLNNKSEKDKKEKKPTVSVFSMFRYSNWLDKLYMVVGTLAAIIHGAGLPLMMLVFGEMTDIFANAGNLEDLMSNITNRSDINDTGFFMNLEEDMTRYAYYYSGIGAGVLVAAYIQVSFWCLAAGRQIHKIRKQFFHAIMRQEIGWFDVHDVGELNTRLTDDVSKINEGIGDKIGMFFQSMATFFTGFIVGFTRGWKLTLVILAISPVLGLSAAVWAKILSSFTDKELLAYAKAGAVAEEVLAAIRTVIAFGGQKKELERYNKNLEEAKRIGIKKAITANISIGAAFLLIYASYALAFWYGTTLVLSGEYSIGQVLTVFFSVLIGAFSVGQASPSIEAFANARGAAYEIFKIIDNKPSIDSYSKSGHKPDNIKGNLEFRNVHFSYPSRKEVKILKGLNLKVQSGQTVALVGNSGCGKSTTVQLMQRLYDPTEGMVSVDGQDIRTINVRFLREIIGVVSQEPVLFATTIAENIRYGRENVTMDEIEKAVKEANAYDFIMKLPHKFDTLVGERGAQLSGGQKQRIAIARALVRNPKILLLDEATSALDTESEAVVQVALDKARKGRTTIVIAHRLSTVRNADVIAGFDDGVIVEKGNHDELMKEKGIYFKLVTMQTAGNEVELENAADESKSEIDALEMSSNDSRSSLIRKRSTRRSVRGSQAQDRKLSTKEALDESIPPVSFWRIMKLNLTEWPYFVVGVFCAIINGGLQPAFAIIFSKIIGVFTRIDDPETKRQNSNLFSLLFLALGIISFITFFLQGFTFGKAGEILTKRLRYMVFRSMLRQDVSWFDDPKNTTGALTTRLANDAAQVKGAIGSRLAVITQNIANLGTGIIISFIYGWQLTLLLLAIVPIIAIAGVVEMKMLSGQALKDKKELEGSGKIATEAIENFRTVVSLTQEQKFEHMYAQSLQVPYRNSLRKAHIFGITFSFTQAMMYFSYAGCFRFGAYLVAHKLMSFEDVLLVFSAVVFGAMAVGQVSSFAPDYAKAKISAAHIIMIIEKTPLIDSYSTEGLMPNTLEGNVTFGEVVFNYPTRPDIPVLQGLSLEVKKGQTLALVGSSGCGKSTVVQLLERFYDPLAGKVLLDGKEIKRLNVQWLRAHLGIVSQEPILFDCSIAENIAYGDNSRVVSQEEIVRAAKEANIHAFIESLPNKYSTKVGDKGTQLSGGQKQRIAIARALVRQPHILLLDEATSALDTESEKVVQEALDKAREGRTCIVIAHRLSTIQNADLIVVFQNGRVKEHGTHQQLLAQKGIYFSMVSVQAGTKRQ
# Bcl-W Bim block – human Bim-Bcl-W interaction inhibition; Q92843; bead-based flow cytometry, Bim peptide-Bcl-W binding; inhibition, % at 10 µM; actives 0.02% (n = 190,000); AID 952;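 further: 0% = bound tracer without compound and 100% = peptide blocker; higher means less fluorescent Bim peptide bound to Bcl-W beads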
# Mcl-1 Bim block – inhibitors of Bim-Mcl-1 interaction, human | Q07820 | Bead-based flow cytometry, Bim peptide-Mcl-1 binding | inhibition, % at 10 µM | actives 0.1% (n = 190,000) | AID 1009;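 further: 0% = no compound tracer wells and 100% = peptide blocker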
# RGS7-Gao – regulators of human RGS7-Galphao interaction | Multiplexed bead flow cytometry, RGS7-Galphao binding; actives lie on both sides | P09471 | AID 1439 | actives 0.35% (n = 220,000) | binding response (% of control), % at 10 µM; in the data active means binding response below about 49% or above about 150%; inconclusive means no clear call, values can overlap the other calls; inactive means in between;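 further: fluorescent Galphao held in activated GDP-AlF4 state binding bead-coupled RGS7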
# Bim-Bfl-1 – disrupts Bim binding to human Bfl-1; Bead-based flow cytometry, Bim-Bfl-1 binding inhibition; inhibition, % at 10 µM; actives 0.12% (n = 190,000); AID 1008;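 further: 0% = wells without compound plus tracer and 100% = blocker peptide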
# Bim-Bcl-B – inhibitors of Bim-Bcl-B interaction, human. Q9HD36. bead-based flow cytometry, Bim peptide-Bcl-B binding. inhibition, % at 10 µM. actives 0.073% (n = 190,000);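 further: 0% = tracer peptide without compound and 100% = reference inhibitor peptide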
# RGS8-Gao – human RGS8-Galphao interaction regulation; AID 1423; actives 0.34% (n = 220,000); P09471; multiplexed bead flow cytometry, RGS8-Galphao binding; actives lie on both sides; response (percent of control binding), % at 10 µM; in the data active means response below about 60% or above about 140%; inactive means in between;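 further: Galphao activated as the GDP aluminium fluoride complex binding bead-coupled RGS8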
# Bcl-2 Bim block – inhibitors of Bim-Bcl-2 interaction, human | P10415 | Bead-based flow cytometry, Bim peptide-Bcl-2 binding | inhibition, % at 10 µM | actives 0.06% (n = 190,000) | AID 950; in the data active means inhibition above about 40%; inconclusive means no clear call, values can overlap the other calls;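 further: 0% = no compound wells with probe peptide and 100% = reference peptide inhibitor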
# RGS4-Gao reg – human RGS4-Galphao interaction regulation. Multiplexed bead flow cytometry, RGS4-Galphao binding; actives lie on both sides. actives 0.33% (n = 220,000). P09471. binding response (% of control), % at 10 µM. AID 1415; in the data active means binding response below about 49% or above about 150%; inactive means in between;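 further: fluorescent Galphao activated with aluminum fluoride binding bead-coupled RGS4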
# Bcl-XL Bim block – human Bim-Bcl-XL interaction inhibition | Bim peptide-Bcl-XL binding, bead flow cytometry, fluorescence | inhibition, % at 10 µM | actives 0.04% (n = 190,000)
# An asterisk follows results filed as active; ? = inconclusive. Unless noted, no stated cut-off is given here; in the data, active means inhibition above about 40%.
# Every second line gives: ABCG2 inh	ABCB1 inh	Bcl-W Bim block	Mcl-1 Bim block	RGS7-Gao	Bim-Bfl-1	Bim-Bcl-B	RGS8-Gao	Bcl-2 Bim block	RGS4-Gao reg	Bcl-XL Bim block
CN(C)CC(=O)c1c[nH]c2ccccc12
    1	0.5	-1	0	102	-1	-1	104	0	100	-3
CCC(CC)C(=O)c1c[nH]c(C(=O)NCCc2ccccn2)c1
    0	-0.4	0	3	104	-2	-4	102	-1	103	0
COc1ccc(N(CC(=O)NCc2ccc3c(c2)OCO3)C(=O)CCC(=O)Nc2ccccn2)cc1
    -2	-0.5	-2	-7	101	-1	-4	98	-1	104	-3
N#Cc1cc([N+](=O)[O-])ccc1NCCN1CCOCC1
    1	0.4	-1	0	101	-5	-2	105	-3	100	-1
CC1(C)Cc2ccccc2-c2nnc(SCc3ccc(C#N)cc3)n21
    5	1.8	1	0	99	-11	-5	103	-9	104	-4
CCN(CC)S(=O)(=O)c1ccc(C(=O)OCC(=O)Nc2sc3c(c2C#N)CCCCC3)cc1
    -2	0.4	-3	-3	101	0	-11	104	-12	102	-5
CCOCCCNC(=O)C1CCC(=O)N1CCc1ccccc1 (stereo unspecified)
    0	0.0	-3	0	100	0	0	102	0	101	-1
COc1cc(C)c(Cl)cc1S(=O)(=O)n1ccnc1C
    1	0.3	1	4	101	0	2	100	6	103	0
Cc1noc(C)c1Cn1nc(C(=O)O)c2ccccc2c1=O
    4	0.8	0	2	101	-9	-5	98	-2	98	-4
CC(=O)Oc1ccc(-c2cccc(C(=O)O)c2)cc1
    3	0.1	6	2	100	-9	-5	104	-3	100	11
Cc1sc2ncnc(NCCCn3ccnc3)c2c1C
    3	0.5	-2	-1	100	-1	-2	98	-4	102	-3
COC(=O)C(C)NS(=O)(=O)c1ccc(NC(C)=O)cc1 (stereo unspecified)
    2	0.5	-7	-10	100	-24	-15	98	-18	100	-16
O=c1c(-c2ccco2)[n+]([O-])c2ccccc2n1OCc1ccccc1
    4	0.8	4	2	100	0	-5	98	-2	103	-3
CCN(CC)C(=O)CSc1nc2ccccc2c(=O)[nH]1
    5	0.6	2	2	95	-8	-4	103	-5	102	5
COc1ccc(OC)c(Nc2nc3nonc3nc2N2CCCC(C)C2)c1 (stereo unspecified)
    6	-0.4	-3	-3	97	-15	-7	98	-8	100	-5
Cc1cccc2c1OCC/C2=N\NC(=O)COc1ccccc1Cl
    0	0.0	0	2	98	-4	0	100	-1	95	-3
CN(C)c1ccc(NS(=O)(=O)c2cc(Cl)ccc2Cl)cc1
    -9	-0.5	0	-4	96	4	1	96	1	102	-5
O=c1[nH][nH]c(C(F)(F)F)c1C=NCc1cccs1
    1	0.3	-1	0	?	-2	-5	100	-5	98	-3
COc1ccc(CNc2oc(COc3ccc(Cl)cc3)nc2C#N)cc1
    1	0.1	-1	-1	103	-1	0	102	-2	103	-4
O=C1CCC/C(=N\NC(=O)c2ccc(NS(=O)(=O)c3ccc(Br)cc3)cc2)C1
    -2	-0.3	-5	-6	89	-5	-6	93	-4	92	-9
COc1ccc(OC)c(NC(=O)CS(=O)(=O)c2ccccc2)c1
    1	0.4	0	-4	96	-6	-7	100	-2	97	-5
Oc1ccc(C=NCC2COc3ccccc3O2)cc1 (stereo unspecified)
    1	0.3	-3	80*	95	0	-5	96	-1	95	0
O=C1NN=C(c2ccc(Cl)cc2)CC1c1c[nH]c2ccccc12 (stereo unspecified)
    8	1.2	3	0	94	-5	-5	99	0	97	0
O=C1CC(C(=O)Nc2ccc(Cl)cc2)n2ncnc2N1 (stereo unspecified)
    1	0.1	1	0	106	0	-5	116	3	107	0
CCOC(=O)C1=C(N)Oc2c(oc(CO)cc2=O)C1c1c(F)cccc1Cl (stereo unspecified)
    2	0.4	4	0	98	-3	-1	99	-2	100	0
Clc1ccc(Nc2ncnc3ccc(Br)cc23)cc1
    61	0.7	1	0	98	-21	-8	102	-10	101	-10
Cc1ccc(S(=O)(=O)CCc2nnc(NC(=O)C3CCCO3)s2)cc1 (stereo unspecified)
    3	0.7	0	-1	105	-3	-4	97	-4	105	-4
Cc1cc(C)nc(NS(=O)(=O)c2ccc(N=Cc3c(C)[nH]n(-c4ccccc4)c3=O)cc2)n1
    6	0.2	-6	-5	100	-11	-5	94	-6	92	-5
Cc1nn(C(C)C(=O)NCc2ccccc2)c(C)c1[N+](=O)[O-] (stereo unspecified)
    14	0.9	-1	-4	102	-15	-13	101	-10	101	-9
Cc1cc(Nc2ncc(Cl)cc2Cl)n[nH]1
    1	0.2	-1	-3	103	-6	-4	101	-8	99	-5
COc1ccc(CCN2C(=NC(=O)CCC(=O)O)SC3CS(=O)(=O)CC32)cc1OC (stereo unspecified)
    -1	-0.2	-2	-3	99	-12	-13	100	-10	104	2
O=C(CCCn1c(SCc2ccccc2F)nc2ccccc2c1=O)NCC1CCCO1 (stereo unspecified)
    1	-0.6	1	0	91	2	2	83	0	96	0
N#CCCN1CCN(S(=O)(=O)c2ccc(S(=O)(=O)NCC3CCCO3)cc2)CC1 (stereo unspecified)
    6	0.8	0	-3	96	-10	-5	95	-4	94	-3
COc1ccccc1N1CCN(C(=O)C2CCN(S(=O)(=O)c3ccc(F)cc3)CC2)CC1
    1	0.8	-3	-3	102	-3	-7	104	-2	103	-4
Nc1cc(Oc2ccc(F)cc2F)cc([N+](=O)[O-])c1
    3	0.7	-3	-2	102	0	-4	103	0	104	-2
Cc1ccc(NC(=O)[C@@H]2CCCN2S(=O)(=O)c2ccccc2C(F)(F)F)cc1S(=O)(=O)N1CCOCC1
    1	1.4	-1	-3	101	-2	-2	101	-6	101	-2
CCC(C(=O)Nc1ccccc1-c1ccccc1)c1ccccc1 (stereo unspecified)
    6	0.6	0	-1	95	0	0	100	-1	95	-1
O=C1/C(=C\c2ccc(Br)o2)Cc2ccccc21
    -2	-0.5	-4	6	105	-3	-10	103	-6	104	-12
CNS(=O)(=O)c1ccc(Oc2ccc(S(=O)(=O)NC)cc2)cc1
    0	-0.5	0	0	100	-12	-8	102	-5	102	-2
Cc1cc(C)n2c(SCC(=O)N3CCN(S(=O)(=O)c4ccc(Cl)cc4)CC3)nnc2n1
    0	-0.1	-3	0	101	1	-1	102	-3	97	-4
Cc1cc(C)cc(Cn2ncc(Cl)c(Cl)c2=O)c1
    1	0.4	-2	0	100	-10	-7	102	-5	100	-5
CC1CCCCN1CCNC(=O)C1CCN(S(=O)(=O)N2CCCCC2)CC1 (stereo unspecified)
    0	0.1	1	-3	102	-13	-7	101	-11	104	-2
CC(/C=C/c1ccccc1)=N/NC(=O)CNC(=O)c1ccc2c(c1)OCO2
    1	-0.1	2	1	102	-8	-2	104	-2	106	2
Cc1nn(Cc2cccc(C(=O)NCC(C)C)c2)c(C)c1Br
    1	0.8	-2	-13	112	-9	-25	102	-18	116	-10
CN1CC(=O)NC1=NC(=O)C12CC3CC(CC(C3)C1)C2
    64	1.4	-3	-8	101	-20	-14	100	-15	98	-7
COc1ccccc1/C=C/C(=O)NCC(=O)N/N=C/c1ccc2c(c1)OCO2
    3	0.0	-2	0	103	-4	-2	102	-4	102	1
CCCN1C(=O)/C(=N\OCC(=O)Nc2ccc(C(C)C)cc2)c2ccccc21
    59	1.4	-5	-7	103	-7	-9	103	-10	105	-7
Cc1ccc(C(=O)NNC(=O)CNc2cccc(Cl)c2)cc1
    1	0.4	-1	0	101	-7	-5	104	-6	99	-1
CN1CCc2nc3ccc(Cl)cc3c(-c3ccccc3Cl)c2C1
    5	1.8	-2	-6	100	-8	-5	107	-10	101	-5
Cc1cc(C)n2nc(SCc3nnc(-c4cccs4)o3)nc2n1
    3	0.7	0	1	103	-2	-1	100	-3	101	-3

# Later entries:
# Every second line gives: ABCG2 inh	ABCB1 inh	Bcl-W Bim block	Mcl-1 Bim block	RGS7-Gao	Bim-Bfl-1	Bim-Bcl-B	RGS8-Gao	Bcl-2 Bim block	RGS4-Gao reg	Bcl-XL Bim block
COc1ccc(Oc2nc(-c3ccccn3)ncc2OC)cc1
    3	0.8	-1	-2	94	2	-1	84	1	95	0
CSc1ccccc1NC(=O)c1ccccn1
    35	0.4	0	-1	95	-5	-6	102	-4	97	-2
Cc1ccnc2ccc(-c3nc4ccccc4o3)cc12
    11	0.2	10	7	89	0	3	95	6	87	3
O=C(Nc1ccc2sc3ccccc3c(=O)c2c1)c1ccccc1Cl
    4	0.3	6	7	96	0	2	97	1	97	7
CC(C)Oc1ccc(C(CC(=O)NCCCN(C)C)c2ccc(F)cc2)cc1 (stereo unspecified)
    5	0.5	-1	-4	122	-5	1	113	-4	107	-3
COc1ccc(NC(=O)Nc2ccccc2F)c([N+](=O)[O-])c1
    16	0.7	-3	0	?	-4	-1	102	0	103	0
CC1=C(C(=O)NCc2ccccc2)C(c2ccc(C)o2)n2ncnc2N1 (stereo unspecified)
    3	1.2	-3	-3	91	-2	-4	97	-4	91	-2
C=CCOc1ccc2ccccc2c1/C=N/O
    3	0.8	-1	-2	102	-1	-1	103	0	104	-5
O=C1c2ccccc2C(=O)N1CCSC(=S)N1CCOCC1
    4	0.9	-2	-1	99	-1	-3	100	3	103	-2
O=C(Cn1cnc2ccccc21)N/N=C/c1ccccc1
    5	0.2	-2	-4	104	-4	-5	101	-3	99	-2

# Ordered by value in Mcl-1 Bim block (high to low): some entries from above.
structure | ABCG2 inh | ABCB1 inh | Bcl-W Bim block | Mcl-1 Bim block | RGS7-Gao | Bim-Bfl-1 | Bim-Bcl-B | RGS8-Gao | Bcl-2 Bim block | RGS4-Gao reg | Bcl-XL Bim block
Cc1ccnc2ccc(-c3nc4ccccc4o3)cc12 | 11 | 0.2 | 10 | 7 | 89 | 0 | 3 | 95 | 6 | 87 | 3
COc1ccc(NC(=O)Nc2ccccc2F)c([N+](=O)[O-])c1 | 16 | 0.7 | -3 | 0 | ? | -4 | -1 | 102 | 0 | 103 | 0
COc1ccc(Oc2nc(-c3ccccn3)ncc2OC)cc1 | 3 | 0.8 | -1 | -2 | 94 | 2 | -1 | 84 | 1 | 95 | 0
CC(C)Oc1ccc(C(CC(=O)NCCCN(C)C)c2ccc(F)cc2)cc1 (stereo unspecified) | 5 | 0.5 | -1 | -4 | 122 | -5 | 1 | 113 | -4 | 107 | -3

# (next part)
# Every second line gives: ABCG2 inh	ABCB1 inh	Bcl-W Bim block	Mcl-1 Bim block	RGS7-Gao	Bim-Bfl-1	Bim-Bcl-B	RGS8-Gao	Bcl-2 Bim block	RGS4-Gao reg	Bcl-XL Bim block
CCN1CCN(C(=O)c2ccc(COc3ccc(Cl)cc3)o2)CC1
    2	0.3	0	-1	99	-3	2	101	0	99	3
O=C(Nc1ccccc1)C1=C[C@@H](c2ccc(Br)cc2)C[C@@H](OCc2ccc(CO)cc2)O1
    3	1.1	-3	-4	104	-3	-8	107	-2	106	-1
O=S1(=O)C=C(SCCN2CCCCC2)c2ccccc21
    8	1.0	0	-3	98	-19	-6	101	-9	99	-9
NC(=O)Cc1nc(-c2ccccc2)cs1
    1	0.9	-5	-6	104	-1	-7	105	0	103	-6
Cc1nc2ccc(NC(=O)c3cccc(S(=O)(=O)N4CC(C)OC(C)C4)c3)cc2s1 (stereo unspecified)
    1	0.8	3	-3	102	-14	-10	100	-9	100	-12
